# Assay outcomes (PubChem BioAssay)
# TDP1 cell CPT – DT40-hTDP1 cell growth loss with CPT; chicken DT40 Tdp1-/-;hTDP1 cells + 20 nM CPT, ATP luminescence, 48 h; Potency, µM (highest dose often 46.2 µM), without a hit: top-dose activity change, negative = growth inhibition, most hits filed as inhibitors; actives 12% (n = 420,000); AID 686979; further: nearly all actives have a fitted effect of over 55% in size
#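 Cell growth measured by CellTiter-Glo luminescence after a minimum 48 h, 37 C compound exposure with 20 nM CPT in Tdp1-knockout DT40 cells stably expressing hTDP1, seeded 400/well; qHTS titration format.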
# FEN1 inh – human FEN1 inhibition | P39748 | Recombinant FEN1 flap cleavage, fluorescence, 15 min | Potency, µM (doses to about 114 µM), without a hit: top-dose activity change, negative = inhibition, most hits filed as inhibitors | actives 0.35% (n = 390,000); further: nearly all actives have a fitted effect of over 65% in size
#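 Nuclease activity of 10 nM FEN1 was measured after 15 min of room-temperature exposure to titrated compounds, by adding 50 nM flap substrate and reading plates at 0 and 15 min.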
# GCN5L2 inh – blocks human GCN5L2 histone acetyltransferase | actives 0.21% (n = 390,000) | Q92830 | GCN5L2 HAT assay, ThioGlo1 CoA-SH fluorescence | Potency, µM (series often up to 58.9 µM), without a hit: top-dose activity change, negative = inhibition, actives largely listed as inhibitors
# Target sequence (Q92830 whole entry, looked up): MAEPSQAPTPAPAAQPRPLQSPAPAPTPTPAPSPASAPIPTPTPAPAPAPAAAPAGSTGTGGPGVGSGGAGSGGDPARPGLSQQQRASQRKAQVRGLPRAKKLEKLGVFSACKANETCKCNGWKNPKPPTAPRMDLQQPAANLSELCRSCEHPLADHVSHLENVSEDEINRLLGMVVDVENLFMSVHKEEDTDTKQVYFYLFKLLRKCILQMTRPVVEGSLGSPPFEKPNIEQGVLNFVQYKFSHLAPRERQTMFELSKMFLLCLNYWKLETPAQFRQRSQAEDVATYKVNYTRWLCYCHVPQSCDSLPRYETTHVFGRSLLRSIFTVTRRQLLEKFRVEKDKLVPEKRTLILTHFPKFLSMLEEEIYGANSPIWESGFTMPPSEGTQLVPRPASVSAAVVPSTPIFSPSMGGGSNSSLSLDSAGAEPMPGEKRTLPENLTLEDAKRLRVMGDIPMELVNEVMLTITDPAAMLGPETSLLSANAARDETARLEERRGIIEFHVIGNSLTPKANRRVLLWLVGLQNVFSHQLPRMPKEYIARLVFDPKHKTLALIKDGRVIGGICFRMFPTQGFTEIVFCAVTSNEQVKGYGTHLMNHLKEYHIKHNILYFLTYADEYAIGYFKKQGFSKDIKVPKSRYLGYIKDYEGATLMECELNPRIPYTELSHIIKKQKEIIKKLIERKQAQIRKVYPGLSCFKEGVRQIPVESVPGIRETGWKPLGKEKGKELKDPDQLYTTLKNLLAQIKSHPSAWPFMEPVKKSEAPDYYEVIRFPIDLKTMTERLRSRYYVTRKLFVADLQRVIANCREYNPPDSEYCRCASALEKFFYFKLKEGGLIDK
#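 Titration-based screen in which CoA formation is detected via maleimide probe ThioGlo1 (50uM) turning fluorescent on thiol reaction; substrates H3(1-25) 75uM and acetyl-CoA 70uM, GCN5L2 20nM, 20 min incubation at room temperature.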
# Active calls of the source: *; u = inconclusive; x = no result given; & = joins results of further samples. The call rests on the fitted dose curve; in most records, active means well fitted curve in the direction sought with a large enough effect; inconclusive means small, poorly fitted or top-dose-only effect, or another doubt; inactive means no such curve, though single readings can be large; an effect the other way counts as inactive or inconclusive. On the % scale 0 is the no-effect control and ±100 the full control effect; potency means the concentration at half of the fitted maximal effect.
no. | compound | TDP1 cell CPT | FEN1 inh | GCN5L2 inh
1 | CCc1ccccc1NC(=O)CSc1nnc(-c2cc(C)[nH]n2)n1N | -9% | 23% | -4%
2 | CC(C)CN1C=C2C(=O)C(C)(OC(=O)CCc3ccccc3)C(=O)C=C2C=C1c1ccc(C#N)cc1 (configuration not stated) | 21µM* | -12% | -13%
3 | Cc1cccc(OCc2nc3ccccc3c(=O)n2N)c1 | u | 10% | -4%
4 | Oc1ccc(Cl)cc1C=Nc1ccc(Br)cc1 | -5% | -4% | -2%
5 | O=S(=O)(Nc1cccc(-c2ccc(N3CCCCCC3)nn2)c1)c1ccc(C(F)(F)F)cc1 | -11% | u | -9%
6 | CC(C)COc1ccc(C(=O)N2CCCCC2CCN2CCCCC2)cc1 (configuration not stated) | u | 3% | 2%
7 | COc1ccc(OC)c(Cc2nnc(CCC(=O)N3CCC(N4CCCCC4)CC3)o2)c1 | 0% | -3% | -6%
8 | COc1cc(N)c(Cl)cc1C(=O)OCC(=O)NCC1CCCCC1 | u | 3% | 2%
9 | CCN(CC)c1nn2c(=O)c(C(=O)NCc3ccc(N(C)C)cc3)cnc2s1 | -14% | -2% | -7%
10 | Cc1ccc2cccc(OC(=O)c3ccc4c(c3)OCCO4)c2n1 | u | 6% | 0%
11 | O=C(NCC(=O)N(Cc1ccccc1)C(C(=O)NC1CCCCC1)c1ccco1)c1ccco1 (configuration not stated) | u | -3% | 2%
12 | CCN(CC)C(=O)CSc1nc(-c2cccs2)cc(-c2cccs2)c1C#N | 23µM* | -17% | -20%
13 | COCCn1c(C)cc(C(=O)COC(=O)c2cccc(O)c2)c1C | -24% | -15% | 17%
14 | Cc1cc(NCCCN2CCOCC2)n2c(nc3ccccc32)c1C#N | -2% | -22% | -7%
15 | CC(=O)c1c(C)[nH]c(C(=O)Nc2cccc(S(=O)(=O)N(C)C)c2)c1C | u | 11% | -15%
16 | O=C(Nc1ccc(Br)cc1)c1cccc(N2C(=O)CCC2=O)c1 | 0% | 3% | -8%
17 | CCCC/S(C)=N/S(=O)(=O)c1ccc(C)cc1 (configuration not stated) | 20% | 0% | 1%
18 | C=CCn1c(=N)n(CC(O)c2ccco2)c2ccccc21 (configuration not stated) | -2% | 3% | 3%
19 | CSc1nnc(-c2ccc(NC(=O)CCc3ccccc3)cc2)n1C | -5% | -16% | -19%
20 | COc1ccc(C(=O)NC(CO)c2nnc(SCc3ccc(Cl)c(Cl)c3)n2C)cc1 (configuration not stated) | -15% | 0% | -5%
21 | O=C(CCCn1c(=O)c2cccn2c2ccc(F)cc21)NCc1ccc(Cl)cc1 | u | 8% | -6%
22 | CN(c1ccccc1)S(=O)(=O)c1ccc(NC(=O)c2ccc(F)cc2)cc1 | -12% | -26% | x
23 | Cn1ccnc1SCC(=O)c1ccc(OC(F)F)cc1 | 10% | -3% | -1%
24 | CCOC(=O)C(CCC(C)=O)C(=O)c1ccccc1 (configuration not stated) | 19% | -4% | -19%
25 | CN1C(=O)C(CC(=O)NC2CCCCC2)SC1=Nc1ccccc1 (configuration not stated) | u | -10% | -2%
26 | O=C(O)C1CCN(C(=O)c2cc(F)cc3c2OCOC3)CC1 | 20% | 1% | 1%
27 | Cc1cc(C(=O)Nc2ccccc2N2CCOCC2)c2ccccc2n1 | -12% | 4% | -3%
28 | CC(=O)c1c(C(C)=O)c(C)n(-c2ccc(C(=O)O)cc2)c1C | 4% | 1% | -1%
29 | N#Cc1c(NC(=O)CCN2C(=O)c3ccccc3C2=O)oc(-c2ccccc2)c1-c1ccccc1 | -15% | -13% | -16%
30 | COc1ccccc1C1=NOC(COC(=O)c2ccc([N+](=O)[O-])cc2)C1 (configuration not stated) | -9% | 2% | -2%

# Five structures already listed, ordered by molar mass, highest first:
no. | compound | TDP1 cell CPT | FEN1 inh | GCN5L2 inh
21 | O=C(CCCn1c(=O)c2cccn2c2ccc(F)cc21)NCc1ccc(Cl)cc1 | u | 8% | -6%
30 | COc1ccccc1C1=NOC(COC(=O)c2ccc([N+](=O)[O-])cc2)C1 (configuration not stated) | -9% | 2% | -2%
19 | CSc1nnc(-c2ccc(NC(=O)CCc3ccccc3)cc2)n1C | -5% | -16% | -19%
26 | O=C(O)C1CCN(C(=O)c2cc(F)cc3c2OCOC3)CC1 | 20% | 1% | 1%
24 | CCOC(=O)C(CCC(C)=O)C(=O)c1ccccc1 (configuration not stated) | 19% | -4% | -19%

# Remaining list, next part.
no. | compound | TDP1 cell CPT | FEN1 inh | GCN5L2 inh
31 | NC(=O)C12CCCC(Br)(CCC1)C2 | 17% | -2% | 1%
32 | COc1cccc(-c2nc(CS(=O)CC(=O)NCCc3ccc(C)cc3)c(C)o2)c1 (configuration not stated) | -10% | -10% | -8%
33 | CCOc1ccc(-n2c(O)cc(=O)[nH]c2=O)cc1 | 9% | 6% | -5%
34 | COC(=O)c1ccc(Nc2nc(C)cc(=O)[nH]2)cc1 | 1% | -2% | -5%
35 | CNC(=O)CC1C(=O)N(c2ccc(F)cc2)C(=S)N1NC(=O)c1ccc(Cl)cc1 (configuration not stated) | 2% | -2% | -3%
36 | CSCC[C@H](NC(=O)c1cc2c([nH]c3ccccc32)c(-c2ccccc2)n1)C(=O)O | 2% | -23% | -25%
37 | Cc1cccc(C(=O)NC2CC3CCCC(C2)N3C(=O)NC2CCCCC2)c1 (configuration not stated) | -12% | u | -1%
38 | Cc1ccc(NC(=O)CN(C)C(=O)c2ccc(-n3cncn3)c([N+](=O)[O-])c2)cc1 | -10% | 4% | -1%
39 | CC(C)Oc1ccc(C(=O)N2CCCCC2CCN2CCCCC2)cc1 (configuration not stated) | -24% | -4% | 2%
40 | CN1CCN(CCc2ccc(Cl)c(Cl)c2)CC1 | u | x | 2%&-6%
41 | C=CCn1cc(C(=O)NCCCN(CC)CC)c(=O)c2cc(S(=O)(=O)N3CCC(C)CC3)ccc21 | -10% | -4% | -6%
42 | CCOc1ccc2nc(/N=C/c3nc(-c4ccc(Br)cc4)oc3O)sc2c1 | 0% | 1% | -3%
43 | Cc1ccc(/C=C/C(=O)NCc2ccc3c(c2)OCO3)o1 | u | 2% | -8%
44 | Clc1cccc(Cc2ccc(Cl)nn2)c1 | -1% | -5% | -12%
45 | O=C(COC(=O)c1ccc(S(=O)(=O)N2CCCCC2)cc1)Nc1ccccc1Cl | -1% | 3% | -1%
46 | CSCCC(NS(=O)(=O)c1ccccc1)C(=O)OC(C)C(=O)Nc1ccc(Cl)cn1 (configuration not stated) | -2% | -5% | -3%
47 | Cc1cccc(N2CCN(S(=O)(=O)c3c(C)[nH]c(C)c3C(=O)N3CCCC3)CC2C)c1 (configuration not stated) | -27% | 9% | -4%
48 | COc1ccc(OC)c(NC(=O)COC(=O)CCc2nc3ccccc3c(=O)[nH]2)c1 | -7% | 6% | -5%
49 | On1c(-c2ccccc2Cl)nc2ccccc21 | 8% | 0% | 0%
50 | CCOC(=O)C1CCCN(C(=O)CCCn2nnnc2CN2CCOCC2)C1 (configuration not stated) | 0% | 16% | -13%
51 | CCOC(=O)COc1coc(CN2CCN(c3ccc(F)cc3)CC2)cc1=O | 16% | 16% | 2%
52 | CC(OC(=O)c1cc(O)c2ccccc2c1O)C(=O)Nc1ccc(C(N)=O)cc1 (configuration not stated) | u | u | -2%
53 | CCNc1nc(NCC)n2c(SCC(=O)Nc3cc(Cl)ccc3OC)nnc2n1 | u | 6% | 0%
54 | COCC(=O)N(Cc1ccccc1)c1ccccn1 | 4% | 6% | -9%
55 | COc1cc(-c2cc(C(=O)OCC(=O)Nc3ccc4c(c3)OCO4)c3ccccc3n2)cc(OC)c1OC | -19% | 0% | -6%
56 | Cc1ccc(NC(=O)CCN2C(=O)c3ccccc3S2(=O)=O)cc1F | -3% | 15% | 3%
57 | CCOc1ccc(CN2CCNC(=O)C2CC(=O)N(C)CC2CCOCC2)cc1 (configuration not stated) | 2% | 20% | -30%
58 | CC1=C(C(=O)OCC2CCCO2)C(c2ccsc2)C2=C(CC(C)(C)CC2=O)N1 (configuration not stated) | u | -5% | -8%
59 | CCOC(=O)CNC(=O)CSc1nnc(-c2ccccc2OC)n1CC | -11% | 1% | 9%
60 | O=C(NNC(=O)c1cccc(S(=O)(=O)Nc2ccc(Cl)cc2)c1)c1ccc(=O)[nH]c1 | -7% | -5% | -4%

# Complete entries, looked up by structure. Values in the order: TDP1 cell CPT	FEN1 inh	GCN5L2 inh
# COc1cc(-c2cc(C(=O)OCC(=O)Nc3ccc4c(c3)OCO4)c3ccccc3n2)cc(OC)c1OC in the list: -19%	0%	-6%
# CCOC(=O)C1CCCN(C(=O)CCCn2nnnc2CN2CCOCC2)C1 (configuration not stated) in the list: 0%	16%	-13%
# CC(OC(=O)c1cc(O)c2ccccc2c1O)C(=O)Nc1ccc(C(N)=O)cc1 (configuration not stated) in the list: u	u	-2%

# Next structures follow:
no. | compound | TDP1 cell CPT | FEN1 inh | GCN5L2 inh
61 | COc1ccc(-c2nc(SCC(=O)N3CCCC3)n[nH]2)cc1 | -5% | -4% | -8%
62 | COc1ccc(Cc2nc3ccc(C(=O)N(C)Cc4nccs4)cc3o2)cc1OC | 10µM* | 20% | 0%
63 | CCNc1nc(OCCNS(=O)(=O)c2cc(C)ccc2C)nc(N(C)C)n1 | u | 0% | -1%
64 | O=C(CO/N=C1\CCCc2nonc21)Nc1ccc(Br)cc1 | u | -9% | -8%
65 | CN(C)c1ccc(N=Cc2nc(-c3ccccc3)oc2O)cc1 | -7% | -7% | -1%
66 | CCn1cc(C(=O)NN)c(=O)c2cc(F)c(NC3CCCCC3)cc21 | u | 17% | -7%
67 | CC(C)Oc1ccc(N2CC(C(=O)Nc3ccccn3)CC2=O)cc1 (configuration not stated) | 6% | 18% | 0%
68 | COC(=O)c1sccc1NC(=S)N1CCC(C)CC1 | 2% | -12% | -1%
69 | Cc1cc(C(=O)NNC(=O)[C@H](C)NC(=O)c2ccc(Br)cc2)c(C)o1 | -16% | 14% | 0%
70 | COc1ccc(CC(=O)Nc2nccs2)cc1S(=O)(=O)N1CCOCC1 | -13% | 5% | -1%
71 | O=C(O)c1ccc2c(=O)n3c(nc2c1)/C(=C/c1ccc(Cl)cc1Cl)CC3 | u | -18% | -11%
72 | O=C(COc1ccc([N+](=O)[O-])cc1)Nc1ccc(C(=O)Nc2ccccc2C(=O)O)cc1 | 0% | -17% | -13%
73 | COc1ccc(-c2[nH]ncc2CN2CCC(N3CCSCC3)CC2)c(F)c1 | u | -3% | -4%
74 | COc1ccc(NC(=O)NC(C)(C(F)(F)F)C(F)(F)F)cc1 | u | 12% | -6%
75 | CCc1nnc(NC(=O)CS(=O)(=O)Cc2ccccc2)s1 | -25% | 1% | -5%
76 | CCOC(=O)CCSc1nc2c(c(C(F)(F)F)c1C#N)CCC2 | -21% | 3% | -12%
77 | COc1ccc(N2CCN(C(=O)c3cc(NS(=O)(=O)c4ccc(F)cc4)ccn3)CC2)cc1 | 5% | -10% | -11%

# Only part of the results is shown. The share of hits here may be higher or lower than overall.
